# Screening data (PubChem BioAssay)
# ST2 IL33 inh: blocks human ST2 binding to IL-33 | Q01638 | AlphaLISA ST2-Fc/biotin-IL-33 interaction, 1 h | inhibition, % for hits at 17 µM | hit rate 2.3% among 78,000 | AID 1259354; in the data active = inhibition above about 30%; inconclusive = mostly about 10% to 28%
# Target sequence (Q01638 whole entry, looked up): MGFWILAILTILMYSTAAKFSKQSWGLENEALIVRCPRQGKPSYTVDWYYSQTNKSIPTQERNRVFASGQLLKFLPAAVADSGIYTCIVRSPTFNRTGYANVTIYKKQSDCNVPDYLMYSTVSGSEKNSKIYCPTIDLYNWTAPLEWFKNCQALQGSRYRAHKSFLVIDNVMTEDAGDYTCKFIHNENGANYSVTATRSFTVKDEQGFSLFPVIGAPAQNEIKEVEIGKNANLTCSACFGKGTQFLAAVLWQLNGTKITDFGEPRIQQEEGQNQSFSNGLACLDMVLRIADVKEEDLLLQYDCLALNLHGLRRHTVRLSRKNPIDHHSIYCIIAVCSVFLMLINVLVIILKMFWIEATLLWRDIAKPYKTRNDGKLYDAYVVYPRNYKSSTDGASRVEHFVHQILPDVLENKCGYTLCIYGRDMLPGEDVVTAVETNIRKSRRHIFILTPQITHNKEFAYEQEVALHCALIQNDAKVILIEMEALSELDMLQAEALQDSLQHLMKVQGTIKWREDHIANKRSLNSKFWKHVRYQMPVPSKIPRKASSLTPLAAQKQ
# * = called active by the depositor; i = inactive; ? = inconclusive. Not all compounds are listed. The share of hits here may be higher or lower than overall.
SMILES,ST2 IL33 inh
C=CCNC(=O)c1ccc(-c2ccc(Cl)cc2Cl)o1,i
O=C(CCn1cncn1)N1CCCC(Nc2ccc3c(c2)OCCO3)C1 (stereo not given),?
Oc1cc(Cc2ccccc2)cnc1CN1CCOCC1,?
Cc1ccccc1Cn1cc(NC(=O)c2cc(-c3ccc(F)cc3)on2)cn1,i
Cn1cc(CC(=O)NCc2ccco2)c2ccccc21,i
N#CC1=C(N)Oc2n[nH]c(-c3ccncc3)c2C1c1cc2c(cc1Br)OCO2 (stereo not given),i
CCCc1nnc2sc(CCc3c(C)n[nH]c3C)nn12,i
Cn1c(=O)c2c(nc(/C=C/c3cccc(Cl)c3)n2C)n(C)c1=O,i
Oc1[nH]c2ccccc2c1C=NCCCN1CCOCC1,?
CCC(=O)Nc1ccc(NC(=O)c2nc(C(C)C)cs2)cc1Cl,i
O=C(CN1C(=O)/C(=C\c2ccc(Cl)cc2)Sc2ccccc21)NCc1ccccn1,42%*
O=[N+]([O-])c1cccc(N=Cc2nc(-c3ccc(Br)cc3)oc2O)c1,i
Cc1ccc(NS(=O)(=O)c2ccccc2)c([N+](=O)[O-])c1,i
Oc1ccc(-c2[nH]ncc2Oc2ccccc2)c(O)c1,i
c1cc(CN2CCC3(CCOCC3)CC2)ccn1,i
CCOC(=O)c1c(C)[nH]c(C(=O)CSc2ccccc2)c1C,i
O=C(NCc1cccnc1)c1cnc2n(c1=O)CCS2,i
COc1ccc(OCCCN2CCCCC2)cc1,i
COc1ccc(-c2c3c(=O)n(C)c(=O)n(C)c3cn2Cc2ccc(Cl)cc2)cc1,?
O=C(COc1ccc([N+](=O)[O-])cc1)N(c1ccccc1)C1C=CS(=O)(=O)C1 (stereo not given),i
O=C(Nc1ccccc1NC(=O)c1ccccc1)c1ccccc1,i
COc1ccc(NC(=O)c2c(NC(=O)c3ccco3)sc3c2CCC3)cc1Cl,i
CCSc1nc(CC(=O)NCc2ccc(CC)cn2)cs1,i
O=C(NC[C@H]1O[C@@H](CC(=O)N2CCN(c3ccccc3)CC2)[C@H](O)[C@@H]1O)c1ccccc1,?
COC(=O)C1C(=O)C2=C(CC1C)NC(C)=C(C(=O)OC1CCCCC1)C2c1cccs1 (stereo not given),i
Cc1ccc(OC2(C(=O)NC(C)Cc3cc(C)[nH]n3)CCNCC2)cc1 (stereo not given),i
O=C(Nc1cccc(C(F)(F)F)c1)N[C@H]1CO[C@H]2[C@@H]1OC[C@@H]2n1cc(-c2ccccc2)nn1,i
CSc1nc2c(c(=O)[nH]1)C(c1ccc(O)cc1)C1=C(CCCC1=O)N2 (stereo not given),i
CCC(=O)Nc1cccc(C(=O)N(CC)CC2CCOCC2)c1,i
O=C(c1c(F)cccc1F)N1CCN=C1SCc1ccc(Cl)cc1,i
COc1cccc(C=Nc2ccc(S(=O)(=O)Nc3cc(C)on3)cc2)c1O,i
O=S(=O)(NC(=NCc1ccccc1)c1ccc(F)cc1)c1ccccc1,i
COc1cccc(Cn2c(CNS(=O)(=O)c3ccc(C)cc3)nc3cccnc32)c1,?
Cc1c(Cc2ccccc2)sc(NC(=O)c2ccco2)c1C(N)=O,i
O=C1CCCC2=C1C(c1ccc(F)cc1)C1=C(N2)c2ccccc2C1=O (stereo not given),?
CC(C(=O)Nc1ccc(S(=O)(=O)Nc2nccs2)cc1)N1C(=O)c2ccccc2C1=O (stereo not given),?
O=C(COC(=O)c1ccccc1Nc1ccccc1)c1ccccc1,i
COC(=O)Cn1cnc2c(cnn2-c2ccc(Cl)cc2)c1=O,i
CNCC(=O)N(Cc1ccccc1)Cc1cccc(C)n1,i
CCCCNc1ncc(C(C)=O)c2ccccc12,i

# Reprinted at random: four entries already listed, in no set order.
SMILES,ST2 IL33 inh
COc1cccc(C=Nc2ccc(S(=O)(=O)Nc3cc(C)on3)cc2)c1O,i
O=C(c1c(F)cccc1F)N1CCN=C1SCc1ccc(Cl)cc1,i
Cc1ccc(OC2(C(=O)NC(C)Cc3cc(C)[nH]n3)CCNCC2)cc1 (stereo not given),i
Cc1c(Cc2ccccc2)sc(NC(=O)c2ccco2)c1C(N)=O,i

# 5 entries out of the list, ordered by count of non-hydrogen atoms, lowest first.
SMILES,ST2 IL33 inh
Cc1c(Cc2ccccc2)sc(NC(=O)c2ccco2)c1C(N)=O,i
CSc1nc2c(c(=O)[nH]1)C(c1ccc(O)cc1)C1=C(CCCC1=O)N2 (stereo not given),i
Cc1ccc(OC2(C(=O)NC(C)Cc3cc(C)[nH]n3)CCNCC2)cc1 (stereo not given),i
COc1cccc(C=Nc2ccc(S(=O)(=O)Nc3cc(C)on3)cc2)c1O,i
COC(=O)C1C(=O)C2=C(CC1C)NC(C)=C(C(=O)OC1CCCCC1)C2c1cccs1 (stereo not given),i

# Continued:
SMILES,ST2 IL33 inh
O=C1NCCN(C2CCCC2)C1CC(=O)N1CCN(C(=O)c2cccs2)CC1 (stereo not given),i
COc1ccc(-c2nc(CN(C)Cc3ccon3)c(C)o2)c(F)c1,i
CCSc1nc2ccc(-n3cnnc3)cc2o1,i
N#C/C(=C/c1ccc(Br)cc1)c1nc(-c2cccs2)cs1,40%*
CS(=O)(=O)N(Cc1ccccc1Cl)c1ccc(C(=O)NCc2ccco2)cc1,i
COc1ccc(OC)c(C2C3=C(Nc4c2c(=O)[nH]c(=O)n4C)c2ccccc2C3=O)c1 (stereo not given),i
COC(=O)c1ccc(OC(=O)c2cccs2)cc1,i
CCCc1ccc(C(=O)N2CCCC(N(C)C)CC2)cc1 (stereo not given),i
Cc1oc(-c2ccc(Cl)cc2)nc1CSCC(=O)N1CCOCC1,i
O=C(Nc1cccc(Cl)c1)Nc1nc2ccccc2[nH]1,?
COc1ccc2c(c1)c(CC(=O)O)c(C)n2C(=O)c1ccc(Cl)cc1,i
C=CCN(c1ccccc1)S(=O)(=O)c1c(C)[nH]c(=O)[nH]c1=O,i
C=CCOC(=O)C1=C(C)Nc2nc3ccccc3n2C1c1ccncc1 (stereo not given),i
CN1CCC(CNC(=O)CCC(=O)Nc2ccc3c(c2)CCC3)C1 (stereo not given),i
COc1cc(C=O)ccc1OCCCCOc1ccc(F)cc1,i
CCc1nc(C)c(C(=O)N2CC[C@@H](c3sccc3C)[C@H](O)C2)o1,i
COc1ccc(C(=O)Nc2ccc(Cl)cn2)cc1OC,i
CC(C)c1ccc(NC(=O)c2ccc(Cl)cc2)cc1,?
CCCN1CCC(N2CCOC(Cc3cccc(OC)c3)C2)CC1 (stereo not given),i
COc1ccc(NS(=O)(=O)c2ccc(NC(C)=O)cc2)cc1Cl,i

# Laid out differently: four of the compounds above
> O=C(Nc1cccc(Cl)c1)Nc1nc2ccccc2[nH]1
  ST2 IL33 inh = ?

> COc1ccc2c(c1)c(CC(=O)O)c(C)n2C(=O)c1ccc(Cl)cc1
  ST2 IL33 inh = i

> C=CCN(c1ccccc1)S(=O)(=O)c1c(C)[nH]c(=O)[nH]c1=O
  ST2 IL33 inh = i

> C=CCOC(=O)C1=C(C)Nc2nc3ccccc3n2C1c1ccncc1 (stereo not given)
  ST2 IL33 inh = i

# Later entries.
SMILES,ST2 IL33 inh
CSC1=NC2(CCCC2)Cc2ccccc21,?
CN(C)CCNC(=O)C[C@@H]1O[C@H](CNS(=O)(=O)c2ccc(Cl)cc2)[C@@H](O)[C@H]1O,i
Cn1c(C(=O)Nc2ccc(Cl)cc2)cc2c(=O)n3ccccc3nc21,i
O=C1c2ccccc2C(=O)N1CC(O)COc1ccccc1Cl (stereo not given),?
COc1ccc(NCc2nnc3n2CCCCC3)cc1,i
CCc1nc(C)cc(N(C)Cc2cc(-c3cccnc3)no2)n1,i
NC(=O)C1(N2CCCCC2)CCN(C2CC(=O)N(CCc3ccccc3)C2=O)CC1 (stereo not given),i
Cc1cccnc1CN1CCN(C(=O)[C@H](N)CC(C)C)CC1,?
CCOc1ccc(NC(=O)Nc2nnc(Cc3ccc(OC)cc3)s2)cc1,i
O=C(CN1C(=O)CCSc2ccccc21)Nc1cccc(F)c1,i
O=C1NCC2(CCCN(C(=O)Cc3ccc4c(c3)OCO4)C2)O1 (stereo not given),i
Cc1cc(C)nc(CN2CCC(=O)N(Cc3ccc(F)cc3)C(C(C)C)C2)n1 (stereo not given),?
CCn1cc(C(=O)N2CC(C)CC(C)C2)c(=O)c2cc(S(=O)(=O)N3CCCCC3)ccc21 (stereo not given),i
CC(O)c1cn(C2CCN(Cc3ccc(-n4cccn4)cc3)CC2)nn1 (stereo not given),i
Cc1ccc(-c2noc(CCC(=O)N3CCCCC3)n2)cc1,i
COc1nc2ccccc2cc1-c1c(-c2ccccc2)ncn1C(CO)CO,i
Oc1cccc(-c2cc(CC3(NCc4ccc(F)cc4)COC3)no2)c1,i
CCCCNC(=O)C1C2C=CC3(CN(Cc4ccc(C)cc4)C(=O)C13)O2 (stereo not given),i
COc1cc2c(cc1OC)C(C(=O)N(C)C1CCCCC1)C(c1cccs1)N(C)C2=O (stereo not given),i
CC(CNC(=O)c1ccc(C(C)(C)C)cc1)CN(C)C (stereo not given),i
CCN(CC)CCNC(=O)c1cc(-c2ccc(Br)s2)nc2ccccc12,i
O=C1NCCCC1C(=O)NC1CCCCC1 (stereo not given),i
CCCS(=O)(=O)N1CCC(C(=O)NC2CCCC(C)C2C)CC1 (stereo not given),i
CCC(C(=O)OC)N1CCOc2c(O)cc(-c3ccc(C)s3)cc2C1 (stereo not given),i
COc1ccc(-c2nnc([C@H]3CCN(Cc4ccc(F)cc4)C3)o2)cc1,i
CN1CCCN(Cc2cccc([N+](=O)[O-])c2)CC1,i
CC(C)c1ccc(C2C(C#N)=C(N)OC3=C2C(=O)CC(C)(C)C3)cc1 (stereo not given),i
CC1SC2(C(=O)Nc3ccccc32)N(c2ccccc2)C1=O (stereo not given),i
COCCCNc1nc2c(c(=O)n(C)c(=O)n2C)n1Cc1cccc(Br)c1,i
Cc1ccc(C(N)=O)cc1S(=O)(=O)N1CCCCC1,i
CCc1ccc(N(CC)c2ncnc3nc[nH]c23)cc1,i
COc1cccc(-c2cc(CNC(=O)C(C)(C)NC(=O)c3cccs3)on2)c1,i
O=S(=O)(N=S(N1CCCCC1)N1CCCCC1)c1ccccc1,i
COc1ccc(Cl)cc1NC(=O)CC(C)C,i
CCCS(=O)(=O)N1CCN(C2Cc3ccccc3C2)CC1,i
CC(=O)COc1ccc2c(C)c(Cc3ccccc3)c(=O)oc2c1,i
O=C(NCCCN1CCCC1)c1ccc(CS(=O)(=O)c2c(Cl)cccc2Cl)o1,i
CC(C)OCCCNC(=O)C1CCN(c2ccc(-c3cccs3)nn2)CC1,i
COCc1nc(NCc2ccc3c(c2)n(C)c(=O)n3C)c2cnn(C)c2n1,?
O=[N+]([O-])c1ccc(CN2CCN(C/C=C/c3ccccc3)CC2)cc1,?
CCCC(=O)N(c1ccc(F)cc1)C1C=CS(=O)(=O)C1 (stereo not given),?
COCCn1c(CNC(=O)c2ccccc2Cl)nc2cccnc21,?
CSc1cccc(-n2cc(-c3ccc(F)cc3)[nH]c2=O)c1,?
O=c1c2ccccc2nc(/C=C/c2ccc3c(c2)OCO3)n1-c1ccc([N+](=O)[O-])cc1,i
Cc1nonc1C1CCCN1Cc1cnc(S(=O)(=O)C(C)C)n1Cc1ccccc1F (stereo not given),i
CC(c1ccc(-c2ccc3nc(C4CC4)cc(C(=O)O)c3c2)cc1)N1CCOCC1 (stereo not given),i
N=C(N)SCCc1cccc(CCSC(=N)N)c1,i
Cc1ccccc1-c1noc(CN(C)C(C)c2ccon2)n1 (stereo not given),?
CC(C)c1ccc(Nc2c(-c3ccsc3)nc3cnccn23)cc1,i
O=S(=O)(Nc1ccc(F)cc1Cl)c1cccc2cccnc12,i
COc1cccc(C(=O)Nc2c3c(nn2-c2cccc(C)c2C)CS(=O)C3)c1OC (stereo not given),i
CC(C)c1ccc(-c2nc(N3CCCC3)nc3n[nH]c(N)c23)cc1,?
C=CCNC(=O)C1CCN(c2nc3ccc(CC)cc3s2)CC1,i
CCc1noc(C)c1C(=O)NCc1cnn2ccccc12,?
COCCNC(=O)C1=C(C)C(=O)OC12CCN(S(C)(=O)=O)CC2,i
COc1cc(NC(=O)c2ccc(C)c(Cl)c2)cc(OC)c1,i
O=C(c1ccc2nc3ccc(Cl)cc3c(=O)n2c1)N1CCN(c2ccc(Cl)cc2)CC1,i
CCOc1ccc(-n2c(=O)[nH]c3sc4c(c3c2=O)CCC4)cc1,i
COc1ccc([N+](=O)[O-])cc1NC(=O)CCc1nc(-c2ccccc2F)no1,i
CC(=O)Nc1ccc(CN2CCCN(C)CC2)cc1,i

# Next part; it opens with the 5 that closed the last part.
SMILES,ST2 IL33 inh
COc1cc(NC(=O)c2ccc(C)c(Cl)c2)cc(OC)c1,i
O=C(c1ccc2nc3ccc(Cl)cc3c(=O)n2c1)N1CCN(c2ccc(Cl)cc2)CC1,i
CCOc1ccc(-n2c(=O)[nH]c3sc4c(c3c2=O)CCC4)cc1,i
COc1ccc([N+](=O)[O-])cc1NC(=O)CCc1nc(-c2ccccc2F)no1,i
CC(=O)Nc1ccc(CN2CCCN(C)CC2)cc1,i
Cn1c(CNc2ccc(Cl)cc2[N+](=O)[O-])c(C#N)c2ccccc21,?
Cc1c(F)cccc1NC(=O)C(C)Oc1ccc(Cl)cc1Cl (stereo not given),i
COc1ccc(N=c2oc3ccccc3cc2C(=O)Nc2ccccc2OC)cc1,?
CCSCCC(NC1=CC(=O)CC(C)(C)C1)C(=O)O (stereo not given),i
CC1=C(C(=O)Nc2cc(C)ccn2)C(c2ccc(F)cc2)C2=C(CCCC2=O)N1 (stereo not given),i
O=C(c1cccc(N2CCNC2=O)c1)N1CCCC(CCc2ccc(F)cc2)C1 (stereo not given),i
CCCC(=O)Nc1ccc(Nc2nc(C)cc(N(C)C)n2)cc1,i
O=C(Nc1sc2c(c1C(=O)NC1CCS(=O)(=O)C1)CCCC2)c1cccs1 (stereo not given),i
NC1=NC(=O)CC(C(=O)Nc2ccc(Br)cc2)S1 (stereo not given),i
Cn1c(=O)[nH]c(=O)c2c1nc(CN1CCN(Cc3ccccc3)CC1)n2CC(N)=O,i
CCOc1c(Nc2cccc(Cl)c2C)c(=O)c1=O,i
Cc1ccc(-c2noc(CCC(=O)NCC3(c4ccccc4)CCCC3)n2)cc1,i
Ic1ccc(-c2csc(Nc3ccc4c(c3)OCO4)n2)cc1,i
CC(=O)Nc1cccc(NC(=O)c2ccc(Br)cc2)c1,i
CC(NC(=O)c1cc(-c2ccc3c(c2)OCO3)on1)c1ccccc1 (stereo not given),i
